Screening data (PubChem)
V-ATPase pH – alters yeast V-ATPase proton transport; S. cerevisiae, pHLuorin cytosolic pH fluorescence; response, % at 10 µM; actives 0.37% (n = 350,000); in the data active = response mostly above about 7.3%, no sharp cut-off; inactive = mostly below about 5.4%; also: actives read high; inactives centre near 0; some compounds called inactive have numbers as strong as hits; reference of the scale not given here
Wnt act – Wnt/beta-catenin pathway activation; activation, % at 9.35 µM; Wnt/beta-catenin reporter cell assay, activator, plate reader; actives 1.2% (n = 300,000); in the data active = activation above about 30%, passing the limit was not always enough; inconclusive = no clear call, values can overlap the other calls;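 also: 0% = neutral control wells and 100% = positive control wells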
* = called active by the depositor; ? = inconclusive. The list is partial, so the mix of outcomes need not match the whole.

SMILES | V-ATPase pH | Wnt act
O=C(NC1CCCCC1)c1ccc2ccccc2c1O | -4 | 0
O=C1c2ccccc2-c2ccccc2NC1O (stereo not given) | -3 | -3
Cc1ccc(N(CC(=O)N2CCCCCC2)S(C)(=O)=O)c(C)c1 | 0 | 8
COc1cccc(S(=O)(=O)N(C)C[C@H]2OCc3cn(nn3)CCCC(=O)N([C@H](C)CO)C[C@@H]2C)c1 | 0 | -1
COc1ccc(C(=O)N2CCOC2CNC(=O)C(=O)NCc2ccccn2)cc1 (stereo not given) | 0 | -2
CCCCC1(CC(=O)OCC)SCCN1C(N)=O (stereo not given) | -3 | -3
CSC[C@H]1CN(Cc2ccccc2)C(=O)[C@@H]1CC(=O)Nc1ccccc1 | 1 | -1
COc1ccc(N(CC(=O)Nc2ccc(S(=O)(=O)N3CCOCC3)cc2)S(C)(=O)=O)cc1OC | 2 | -2
CC(=O)N1CC2(CC(c3ccccc3C(F)(F)F)=NO2)CN1c1ccc(Cl)cc1 (stereo not given) | 0 | -3
C[C@H]1CN([C@@H](C)CO)C(=O)CCCn2nncc2CO[C@H]1CN(C)C(=O)Cc1ccccc1 | -1 | 0
Cc1ccc(NC(=O)c2nc[nH]c2C(=O)Nc2ccccc2F)cc1 | 3 | -1
CC1CCCN(CC(=O)Nc2ccc(S(=O)(=O)N3C(C)CCCC3C)cc2)C1 (stereo not given) | 1 | -4
CCc1cc(=O)oc2cc(C)cc(OCC(C)=O)c12 | 2 | 2
CCOC(=O)c1nnn2c3ccccc3c(=O)n(C)c12 | -2 | 6
Cc1noc(C)c1S(=O)(=O)Nc1ccc2c(c1)C(=O)N([C@H](C)CO)C[C@H](C)[C@H](CN(C)C(=O)NC(C)C)OCCCC[C@@H](C)O2 | -2 | -2
CN(C)c1cc(-c2ccc(Br)cc2)oc(=O)c1Cl | 0 | 7
Cc1ccc(NC(=O)COC(=O)c2ccc3ncsc3c2)c(C)c1 | -1 | -6
COc1ccc(NC(=O)N(C)C[C@H]2OCCCC[C@H](C)Oc3ccc(NS(=O)(=O)c4cn(C)cn4)cc3C(=O)N([C@H](C)CO)C[C@@H]2C)cc1 | -2 | 0
c1ccc(CNc2cccnc2)cc1 | 0 | 0
Cc1nn(-c2ccccc2)c(NC(=O)c2cccs2)c(-c2ccccc2Cl)c1=O | 3 | 1
O=[N+]([O-])c1ccc(C(S(=O)(=O)Cc2ccccc2)S(=O)(=O)Cc2ccccc2)cc1 | -1 | -6
COCC(=O)Nc1ccc2c(c1)[C@@H]1C[C@H](CC(=O)OC)O[C@H](CO)[C@@H]1O2 | 1 | -3
Cc1[nH]c2ccccc2c1C(=O)C(=O)NCc1nnnn1-c1ccc(F)c(F)c1 | 0 | -2
N#Cc1nc2ccccc2n1OCc1ccccc1 | 1 | -4
O=C(CSCC(=O)OCC(=O)N1CCN(C(=O)c2ccco2)CC1)Nc1ccc(Cl)cc1 | 0 | -3
Nc1ccc(CCCC(=O)NCc2cccnc2)cc1 | 1 | -2
CCC1S/C(=N/N=C/c2ccco2)N(Cc2ccccc2)C1=O (stereo not given) | 60* | -4
O=c1cc(-c2ccccc2)oc2ccc3ccccc3c12 | 4 | -10
N#Cc1csc(CCNC(=O)c2ccccc2)n1 | 4 | -2
Cc1ccn2c(Cc3ccccc3)c(-c3ccccc3)nc2c1 | -1 | 18

Ordered by the number under Wnt act (lowest first): 3 from the list above
SMILES | V-ATPase pH | Wnt act
O=c1cc(-c2ccccc2)oc2ccc3ccccc3c12 | 4 | -10
Cc1ccc(NC(=O)COC(=O)c2ccc3ncsc3c2)c(C)c1 | -1 | -6
Cc1ccn2c(Cc3ccccc3)c(-c3ccccc3)nc2c1 | -1 | 18

More entries:
SMILES | V-ATPase pH | Wnt act
COc1ccc(CN(C)C[C@H]2OCCCC[C@@H](C)Oc3ccc(NC(=O)c4ccccc4)cc3C(=O)N([C@H](C)CO)C[C@@H]2C)cc1 | 0 | -6
C[C@@H]1CN([C@@H](C)CO)C(=O)CCCn2nncc2CO[C@@H]1CN(C)S(=O)(=O)c1ccc(Cl)cc1 | 1 | -1
CSCCC(NC(=O)/C(=C/c1ccco1)NC(=O)c1ccco1)C(=O)O (stereo not given) | 4 | 0
CCCCCC(=O)N1C[C@H](O)[C@@H](n2cc(COC(=O)c3ccccc3)nn2)C[C@@H]1c1ccccc1 | -3 | -2
Cc1ccccc1S(=O)(=O)N(C)C[C@H]1OCc2cnnn2CCCC(=O)N([C@H](C)CO)C[C@H]1C | 0 | -1
Cc1ccc(C)c(N2C(=O)c3ccc(C(=O)Nc4ccccn4)cc3C2=O)c1 | -2 | -4
COc1ccc(C)cc1S(=O)(=O)N1CCCC(N2CCN(c3ccccc3)CC2)C1 (stereo not given) | 0 | 1
CC(Nc1ccc(Br)cc1)C(=O)NC(=O)NC1CCCCC1 (stereo not given) | -1 | -10
CC(C)(C)NC(=S)N/N=C\c1ccc(-c2ccc([N+](=O)[O-])cc2)o1 | -13 | 0
C=CCC1(C#N)C(=S)NC(C)=C(C(=O)OCC)C1c1ccccc1 (stereo not given) | -1 | 1
COc1ccc(C(=O)c2ccccc2)cc1CN1CCOCC1 | -4 | -2
COc1cc(C=NCc2ccccc2)ccc1O | -2 | 1
COc1ccc(CN2C(=O)C(CC(=O)NC(c3ccccc3)c3ccccc3)CC(C(=O)N(C)C)=C2C)cc1 (stereo not given) | -2 | 0
COc1ccc(C(=O)NN/C=C/C(=O)c2ccc(Br)cc2)cc1 | 5 | 3
N#CC(=C1NC(=O)c2ccccc21)c1nc2ccccc2n1CCO | 0 | 5
COc1ccccc1CN1CCNC(=O)C1CC(=O)NCCCN1CCOCC1 (stereo not given) | -1 | -2
CCCCCCCCn1c(=O)c(C(=O)OC)c(N)c2ccccc21 | -4 | 0
CC(/C=N/NC(=O)c1ccccc1C)=C\c1ccccc1 | 0 | ?
CC(C)(C)Cc1c(-c2ccc(C#N)cc2)nc2ccc(Cl)cn12 | 3 | 0
Cc1nc(OCC(C)C)c2sc3nc4c(cc3c2n1)COC(C)(C)C4 | 4 | 52*
Cc1ccc(S(=O)(=O)NNc2c3ccccc3nc3ccc(Cl)cc23)cc1 | 0 | -1
C[C@@H]1CCCCO[C@@H](CN(C)C(=O)Nc2ccc3c(c2)OCO3)[C@@H](C)CN([C@H](C)CO)C(=O)c2cc(N(C)C)ccc2O1 | -4 | -1
CC(C)CC1NC(=O)c2cccnc2-n2c1nc1ccccc1c2=O (stereo not given) | 2 | -4
CC(Nc1nc(-c2cccnc2)nc2ccccc12)c1ccccc1 (stereo not given) | 1 | -3
C[C@H](CO)N1C[C@H](C)[C@H](CN(C)S(=O)(=O)c2ccc(Oc3ccccc3)nc2)OCc2cnnn2CCCC1=O | 1 | -1
C[C@@H]1CN([C@@H](C)CO)C(=O)c2cc(Br)cnc2O[C@@H]1CN(C)S(C)(=O)=O | -6 | -3
O=C(C(=O)N1CCN(c2ccccc2F)CC1)c1cn(CC(=O)N2CCCC2)c2ccccc12 | 0 | -2
O=C(c1cccs1)N1C[C@@H](n2cc(C3CC3)nn2)[C@H](O)C[C@@H]1c1ccc(Cl)cc1 | 0 | -1
Fc1ccc(-c2nc3ccc(Cl)cn3c2Cc2ccccc2)cc1 | 0 | 4
O=C(Nc1nnc(-c2ccco2)o1)c1ccc(S(=O)(=O)N2CCCCC2)cc1 | -3 | -1

Five compounds picked at random from the list so far:
SMILES | V-ATPase pH | Wnt act
O=[N+]([O-])c1ccc(C(S(=O)(=O)Cc2ccccc2)S(=O)(=O)Cc2ccccc2)cc1 | -1 | -6
C[C@H]1CN([C@@H](C)CO)C(=O)CCCn2nncc2CO[C@H]1CN(C)C(=O)Cc1ccccc1 | -1 | 0
CCCCCCCCn1c(=O)c(C(=O)OC)c(N)c2ccccc21 | -4 | 0
O=C(c1cccs1)N1C[C@@H](n2cc(C3CC3)nn2)[C@H](O)C[C@@H]1c1ccc(Cl)cc1 | 0 | -1
Cc1noc(C)c1S(=O)(=O)Nc1ccc2c(c1)C(=O)N([C@H](C)CO)C[C@H](C)[C@H](CN(C)C(=O)NC(C)C)OCCCC[C@@H](C)O2 | -2 | -2

Continued.
SMILES | V-ATPase pH | Wnt act
CC(C)C1C(=O)N(Cc2cn(Cc3ccco3)nn2)CCS(=O)(=O)N1Cc1ccc(-c2ccccc2)cc1 (stereo not given) | 0 | -1
C[C@@H]1CN([C@H](C)CO)C(=O)c2c(c3ccccc3n2C)-c2ccccc2CO[C@H]1CN(C)C(=O)Cc1ccccc1 | 0 | 0
CSc1ccc2c(c1)C(N1CCN(C)CC1)Cc1ccc(F)cc1S2 (stereo not given) | -6 | 1
COC(=O)Cc1cc(C)cc2c(=O)cc(-c3ccoc3)oc12 | 2 | -1
CCOC(=O)C1(Cc2ccccc2)CCCN(C(=O)COc2ccccc2OC)C1 (stereo not given) | 0 | 39*
CSc1sc(-c2ccnc(=S)[nH]2)c(-c2ccccc2)c1C#N | -1 | -2
CCc1nnc(NC(=O)c2ccc3c(=O)n4c(nc3c2)CCC4)s1 | 3 | 24
C=CCOc1ccc(C2NC(=O)c3ccccc3O2)cc1OC (stereo not given) | 1 | 3
Cc1ccc(S(=O)(=O)N2CCCCC2)cc1NC(=O)C1COc2ccccc2O1 (stereo not given) | -2 | 0
C[C@H](CO)N1C[C@H](C)[C@@H](CN(C)CC2CCOCC2)Oc2ncc(Br)cc2C1=O | 3 | -4
NC(CSC(c1ccccc1)(c1ccccc1)c1ccc(-c2ccccc2)cc1)C(=O)O (stereo not given) | 1 | -25
COc1ccc([C@H]2C[C@@H](n3cc(COC(=O)c4ccccc4)nn3)[C@H](O)CN2CC2CCCCC2)cc1 | -1 | -2
CC(CO)NS(=O)(=O)c1cccc(Cl)c1F (stereo not given) | 1 | -1
Nc1nc(CCl)nc(N(c2ccccc2)c2ccccc2)n1 | 0 | 0
COc1cc(Br)cc(C(=O)N2CCc3ccccc32)c1OC | -2 | 1
C[C@@H]1CN([C@@H](C)CO)C(=O)CCCn2nncc2CO[C@@H]1CN(C)C(=O)CCC(F)(F)F | 2 | -1
CN(Cc1ccccc1)C(=O)CCN1C(=O)c2cccc([N+](=O)[O-])c2C1=O | -3 | -5
Nc1nc(Nc2ccccc2F)nc(NCCO)c1[N+](=O)[O-] | -2 | 5
CN(N=Cc1ccccc1)C(=S)Nc1ccccc1 | 1 | 1
Cc1ccc2[nH]c3c(=O)n(N)c(=O)[nH]c3c2c1 | 1 | -1
O=S1(=O)CCN(C2CCCC2)CC1 | -1 | -2
O=C(c1ccco1)N1CCN(C2CN(Cc3ccc([N+](=O)[O-])cc3)S(=O)(=O)C2)CC1 (stereo not given) | -1 | -1
COC(=O)c1c(NC(=O)COC(=O)CNC(=O)c2cccc(OC(F)F)c2)sc(C)c1C | -4 | -1
COc1cc(/C=C(\NC(C)=O)C(=O)O)cc(OC)c1OC | -1 | -1
Cc1ccc(S(=O)(=O)/C(C#N)=C/c2c(N3CCOCC3)nc3c(C)cccn3c2=O)cc1 | 6 | -1
Cc1nc2ccccc2nc1CC(O)(c1ccccc1)c1ccccc1 | 3 | 2
COCCCN1C(=O)C(CC(=O)NCc2cccs2)CC(C(=O)N(C)C)=C1C (stereo not given) | -2 | -6
COCOCCn1cc(CN2CCS(=O)(=O)N(Cc3ccc(-c4ccc(OC)c(OC)c4)cc3)C(C)C2=O)nn1 (stereo not given) | 1 | -5
Cc1c([N+](=O)[O-])oc2c1C(=O)NCCC2 | -4 | -2
O=C(/C=C/c1cccs1)NCc1cccs1 | 3 | 43*

An excerpt of these results, field by field:
COc1cc(/C=C(\NC(C)=O)C(=O)O)cc(OC)c1OC
  V-ATPase pH = -1 | Wnt act = -1
CN(Cc1ccccc1)C(=O)CCN1C(=O)c2cccc([N+](=O)[O-])c2C1=O
  V-ATPase pH = -3 | Wnt act = -5

Further records follow:
SMILES | V-ATPase pH | Wnt act
C[C@H](CO)N1C[C@H](C)[C@H](CN(C)S(=O)(=O)c2ccccc2C#N)OCc2cnnn2CCCC1=O | -2 | -8
Cn1ccnc1SCC(=O)c1ccc(F)cc1 | 3 | 2
O=C(CCN1C(=O)/C(=C\c2ccccc2)SC1=S)NNC(=O)c1ccncc1 | 3 | 0
COc1cc(C=NN2CCCCC2)cc(OC)c1OC | -3 | 1
COc1ccc(-c2[nH]nc3nc(N4CCN(C(=O)c5ccoc5)CC4)cc(C(F)(F)F)c23)cc1 | 2 | -9
O=S(=O)(Cc1nnnn1-c1ccc(Br)cc1)c1ccccc1 | 1 | 4
COc1ccc(C=C2CCC3C(=O)CCCC3(C)C2=O)cc1 (stereo not given) | 8 | 6
CC(=O)OCCn1c([N+](=O)[O-])cnc1C=[N+]([O-])C1CCCCC1 | -4 | -6
O=[N+]([O-])c1ccc2c(c1)-c1ccccc1C2O (stereo not given) | 0 | 0
Cc1noc(C)c1NC(=O)N(C)C[C@@H]1OCc2cnnn2CCCC(=O)N([C@@H](C)CO)C[C@@H]1C | 0 | -2
